PRMT1 FP inh = blocks human protein arginine methyltransferase 1; 1.3% of 370,000 active; recombinant PRMT1, activity-based probe fluorescence polarization; Q99873; inhibition, % at 2.79 µM; AID 652257;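 active = inhibition above about 21% made by adding two undisclosed values, limit read from the data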
KLK7 zymogen act = activators of human kallikrein-7 zymogen. activation, % at 7 µM. 0.9% of 370,000 active. P49862. purified proKLK7, EDANS-DABCYL substrate fluorescence; 100% is mature enzyme control, 0% vehicle;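 active = activation above the mean of all tested compounds plus 3 SD, computed per campaign excluding outliers beyond control limits, cut at about 13% in these data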
LEDGF integ inh = blocks HIV-1 LEDGF/p75-dependent DNA integration. inhibition, % at 3.7 µM. AID 743269. 0.64% of 370,000 active. TR-FRET IN-LEDGF/p75 DNA integration, Eu/Cy5;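 active = inhibition above the screen-wide mean plus 3 SD, cut at about 13% in these data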;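 note: signal is the Cy5 over europium emission ratio at 671 and 618 nm; 0% = plate median of compound wells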
DDE Tn6 FP inh = disrupts Tn6 cyclic peptide binding to fibrin D-Dimer-E complex; 0.21% of 370,000 active; P02675; inhibition, % at 8.3 µM; AID 720509; Fibrin DD(E) TRITC-Tn6 fluorescence polarization displacement;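 active = inhibition above a per-campaign cutoff: mean of compounds within control limits plus 3 SD, cut at about 15% in these data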;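 note: 0% = median of all compound wells on the plate and 100% = blocking peptide control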
TDP2 absorb = TDP2 (human) inhibition, absorbance primary screen. O95551. AID 720702. 0.34% of 370,000 active. inhibition, % at 12.8 µM. recombinant TDP2, T5PNP hydrolysis, p-nitrophenol absorbance 415 nm;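 active = inhibition above the mean of all tested compounds plus 3 SD, set per campaign, cut at about 25% in these data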;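 note: 0% = DMSO with enzyme and 100% = buffer with substrate but no TDP2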
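System – recombinant human TDP2 · Amount – 120 nM TDP2 per well · Buffer or medium – Mg2+-containing Tris-HCl buffer, pH 7.5 · Reagent – T5PNP substrate, 5 mM · Dosing – 12.8 µM single point, 1% DMSO · Incubation – 2 h at 37 °C · Measured by – epi absorbance · Read-out basis – percent inhibition · Benchmarks – high control without enzyme, low control DMSO plus TDP2 · Repeats – singlicate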
TCR CD3 inh = human TCR-CD3 binding inhibition. TAMRA-labeled TCR probe fluorescence, biochemical. inhibition, % at 9.4 µM. 0.37% of 360,000 active; in the data active = inhibition above about 19%;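 note: recombinant mutant TCR 2C K166C tagged with TAMRA read by polarization; 0% = receptor in buffer alone and 100% = receptor with positive control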
UHRF1 binding = blocks human UHRF1 binding to methylated DNA | 0.75% of 370,000 active | UHRF1 binding to methylated oligo, TR-FRET | AID 687016 | inhibition, % at 4.4 µM; in the data active = inhibition above about 21%;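 note: UHRF1 SRA domain binding a hemimethylated CpG hairpin DNA probe; 0% = median of test compound wells and 100% = reference inhibitor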
SIAE inh = human SIAE inhibition, primary screen; 0.69% of 370,000 active; Q9HAT2; inhibition, % at 9.66 µM; SIAE FP-Rh probe binding, fluorescence polarization;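 active = inhibition above a cutoff: mean of compounds within the control limits plus 3 SD of those, cut at about 17% in these data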;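 note: 0% = plate median of compound wells and 100% = probe without SIAE protein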
Target sequence (Q9HAT2 whole entry, looked up): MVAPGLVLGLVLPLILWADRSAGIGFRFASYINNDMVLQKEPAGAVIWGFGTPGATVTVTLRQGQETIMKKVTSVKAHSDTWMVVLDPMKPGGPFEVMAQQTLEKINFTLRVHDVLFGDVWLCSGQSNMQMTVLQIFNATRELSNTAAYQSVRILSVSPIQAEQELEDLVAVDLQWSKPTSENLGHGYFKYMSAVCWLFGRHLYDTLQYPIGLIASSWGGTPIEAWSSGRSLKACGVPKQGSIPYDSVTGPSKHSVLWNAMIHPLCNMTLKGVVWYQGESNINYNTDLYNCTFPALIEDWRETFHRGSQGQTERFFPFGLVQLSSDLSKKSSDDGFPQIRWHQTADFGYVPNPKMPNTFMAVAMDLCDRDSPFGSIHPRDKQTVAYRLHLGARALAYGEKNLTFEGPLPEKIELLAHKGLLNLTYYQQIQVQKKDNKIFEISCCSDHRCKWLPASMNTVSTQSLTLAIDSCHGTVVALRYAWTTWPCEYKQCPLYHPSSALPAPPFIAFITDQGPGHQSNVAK
Tn7 DDE FP = disrupts Tn7 cyclic peptide binding to fibrin D-Dimer-E complex; P02675; FP displacement of FITC-Tn7 peptide from fibrin DD(E); 0% = median of compound wells per plate; inhibition, % at 8.3 µM; 0.13% of 370,000 active; AID 720508;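 active = inhibition above the mean of compounds falling within the control limits plus 3 SD of them, cut at about 14% in these data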;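 note: 0% = plate median of compound wells and 100% = 10 µM Aha-Tn7 peptide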
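Assay system: Fibrin-DD(E) protein isolated from polymerized human fibrin clots; read-out basis: percent inhibition; medium: Tris/NaCl/CaCl2 buffer, pH 7.8; signal: FP measurement; incubation: 10 min plus 3 h, room temperature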
MBD2 inh = MBD2-methylated oligo binding inhibition. Q9UBB5. TR-FRET, MBD2 binding to methylated oligonucleotide. inhibition, % at 4.4 µM. 0.31% of 370,000 active. AID 686964; in the data active = inhibition above about 13%
Target sequence (Q9UBB5 whole entry, looked up): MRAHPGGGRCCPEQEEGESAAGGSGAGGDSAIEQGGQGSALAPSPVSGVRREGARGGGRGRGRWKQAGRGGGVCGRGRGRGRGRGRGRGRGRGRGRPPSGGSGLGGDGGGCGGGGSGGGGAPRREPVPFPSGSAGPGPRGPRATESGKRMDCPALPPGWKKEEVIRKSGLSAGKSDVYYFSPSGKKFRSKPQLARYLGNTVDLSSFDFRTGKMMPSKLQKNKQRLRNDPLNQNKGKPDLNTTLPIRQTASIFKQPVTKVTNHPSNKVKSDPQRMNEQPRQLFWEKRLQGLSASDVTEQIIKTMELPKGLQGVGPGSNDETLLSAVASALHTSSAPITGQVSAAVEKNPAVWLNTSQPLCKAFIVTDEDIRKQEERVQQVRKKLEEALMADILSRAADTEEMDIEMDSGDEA
The depositor's hits bear a star; · = no result given. An unsorted share of the library. About 4.6% of those tested had a hit in this group.

SMILES	PRMT1 FP inh	KLK7 zymogen act	LEDGF integ inh	DDE Tn6 FP inh	TDP2 absorb	TCR CD3 inh	UHRF1 binding	SIAE inh	Tn7 DDE FP	MBD2 inh
O=C(c1ccccc1)C1CC=CCC1C(=O)c1ccccc1 (stereo not given)	5	0.5	1	0	-9	7	4	0	5	7
O=C(Cc1ccc(Cl)cc1)OCC(=O)N1CCCCCC1	0	0.1	2	-3	8	5	1	4	1	-2
N/C(CC(=O)Nc1ccc(F)cc1F)=N\OC(=O)c1cccs1	1	-0.1	-1	0	-2	0	1	-7	-2	3
CCCCOc1ccc(C(=O)NCC(=O)N2CCN(C(=O)c3ccco3)CC2)cc1	2	-0.6	3	-2	19	7	-1	-3	-6	-6
O=C(NCCN1CCOCC1)c1ccc2c(c1)N(Cc1ccc(Cl)cc1)CCS2	2	-45	-6	-7	2	-3	1	-3	7	2
COc1ccc(C(NC(=O)C2CCN(CCOc3ccc(F)cc3)CC2)c2cccs2)cc1 (stereo not given)	-1	-0.1	4	-2	2	-2	2	1	7	7
CCC(CC(C)(C)O)C(=O)NNC(=S)Nc1ccccc1 (stereo not given)	2	0.7	2	8	4	5	-3	3	-9	-4
Cc1cccc(-c2ccc(O)cc2CN2CCN(c3ncc(Cc4ccccc4)cn3)CC2)c1	3	0.0	-1	0	2	1	5	-16	-1	0
COC(=O)C1=C(CS(=O)(=O)c2cc(OC)ccc2OC)NC(=O)NC1c1ccc(O)c(OC)c1 (stereo not given)	-4	-0.3	4	8	-4	8	1	-2	-1	-4
NCC/C=C1/c2ccccc2CSc2ccccc21	2	-0.2	-5	8	1	7	1	2	5	-10
C[C@@H]1CCCCO[C@@H](CN(C)C(=O)Nc2ccc(C(F)(F)F)cc2)[C@@H](C)CN([C@H](C)CO)C(=O)c2cc(NS(=O)(=O)c3ccc(Cl)cc3)ccc2O1	1	0.2	-1	9	-5	5	-1	-63	12	1
CC(C)(C)C1CCC(OCC(O)CN2CCN(c3ccccn3)CC2)CC1 (stereo not given)	-6	0.6	1	10	-3	4	0	-6	-3	5
N#C/C(=C1/CCCN1)c1ccccn1	3	-0.2	2	1	5	6	-3	9	-4	0
CCCCS(=O)(=O)/C=C/[C@H]1[C@H](S(=O)(=O)CCCC)[C@H]2C=C[C@@H]1C2	2	-0.5	-1	-2	-1	-6	5	0	3	1
COc1cc2c(cc1OC)CN(Cc1ccc(C)cc1)CC2	-1	6.3	10	-4	-13	4	-1	10	1	2
CCn1c(SCC(=O)Nc2ccc3c(c2)n(C)c(=O)n3C)nnc1-c1ccncc1	-4	-0.1	3	-7	13	-1	-2	15	-1	2
CC(C)(C)C(=O)OC12CCCN(C1)/C(=C/c1cccc(Cl)c1)C2 (stereo not given)	-5	0.4	4	1	2	·	-1	-4	-4	-3
CC(=O)c1cccc(NC(=O)C(C)OC(=O)c2cc(=O)[nH]c3ccccc23)c1 (stereo not given)	0	-17	1	-4	-5	-7	1	4	1	7
COc1ccc(OC)c(N=Cc2c(O)c3ccccc3oc2=O)c1	2	-0.7	-1	-10	-8	-5	-1	-4	-7	2
CCCc1nc(SCC(=O)c2ccc(OC)cc2)c2ccccc2n1	2	-2.2	-1	0	4	7	0	-5	0	2
O=C(CC1SC(=O)N(Cc2ccccc2Cl)C1=O)Nc1nccs1 (stereo not given)	3	0.2	-1	-7	-2	3	1	-11	6	-3
O=S(=O)(N/N=C1/CCCc2ccccc21)c1ccc(Br)cc1	0	0.1	-2	-8	-9	9	2	4	4	-3
Cc1cc(NC(=O)Cc2ccccc2)ccc1NC(=O)c1cccs1	-2	-0.5	-1	0	6	9	4	13	-3	2
Cc1c(C(=O)Nc2ccc(Nc3ccccc3)cc2)cccc1[N+](=O)[O-]	-1	-0.3	-7	1	5	1	0	8	-7	1
COc1cccc(-c2nn(C)c3sc(C(=O)NCc4ccco4)cc23)c1	2	-12	-1	-4	-12	0	2	-26	6	-6
NC(=O)CC(NC(=O)c1ccc(Br)cc1)c1ccc(N2CCCCCCC2)c([N+](=O)[O-])c1 (stereo not given)	-1	0.4	0	-4	-23	0	1	-1	-5	-3
S=C1NC2=C(CCCC2)C2(CCCCC2)N1	5	-0.2	2	5	1	-2	2	1	4	2
c1ccc2c(NC3=NCCCCS3)cccc2c1	-2	0.3	-1	2	4	-4	1	3	2	2
CC(OC(=O)CNC(=O)c1ccco1)C(=O)N(C)c1ccccc1 (stereo not given)	8	-1.1	-3	4	-1	2	1	-2	2	1
CCN(c1ccccc1)S(=O)(=O)c1ccc(OC)c(NC(=O)Cc2ccc(F)cc2)c1	2	0.9	0	2	-7	6	2	-6	-3	-3
N/C(=N\OC(=O)c1ccc(Br)cc1)c1cccc([N+](=O)[O-])c1	-1	-0.3	2	-1	1	8	0	6	-4	-5
CCc1ccc(C(=O)c2ccccc2C(=O)O)s1	1	-0.1	2	2	5	-3	19	6	-1	0
CCOc1cccc(-c2ccc3nncn3c2)c1	4	-0.7	-3	1	3	-3	0	-1	6	2
O=C(NCc1nnnn1-c1ccc(Cl)cc1)c1ccc2c(c1)OCO2	4	0.4	0	3	4	0	1	2	4	-6
COC(=O)C1=C(C)NC2=C(C(=O)CCC2)C1c1cn(Cc2ccc(Br)cc2)nc1-c1ccccc1 (stereo not given)	0	-12	-1	6	10	-1	-2	3	8	0
CC1CCCCN1C(=O)C12CCC(C)(C(=O)C1)C2(C)C (stereo not given)	-2	-0.6	-1	-1	12	2	1	-6	-4	2
Cc1ccccc1-c1nnc(SCC(=O)Nc2cccc(C)c2C)o1	-1	0.0	4	11	0	3	4	3	-9	0
COC(=O)c1csc2c(C(F)(F)F)cc(N3CCN(C(=O)Nc4ccccc4)CC3)nc12	0	0.9	-1	-3	5	-6	-1	-5	1	3
Cc1c(/C=N/n2cnnc2)c2ccccc2n1CCOc1ccc(Cl)cc1	1	-0.7	-4	2	6	-1	-1	-4	-5	-2
COc1cc2ncnc(Nc3ccc(F)c(Cl)c3)c2cc1OCCCN1CCOCC1	5	1.6	0	-4	4	·	-2	-10	-5	0
CC(=O)Nc1sc(C)c(C)c1CN1CCN(Cc2ccccc2)CC1	-2	0.3	1	-4	3	8	0	7	6	0
O=[N+]([O-])c1ccc(N2CCOCC2)cn1	-2	-0.4	0	3	2	-5	-3	7	4	-4
CC(=O)c1ccc(Nc2nc(C(N)c3ccccc3Cl)cs2)cc1 (stereo not given)	-3	0.2	5	4	10	-3	-1	4	-9	-7
CC(=O)N1N=C(c2cccc(NS(C)(=O)=O)c2)CC1c1ccc2c(c1)OCO2 (stereo not given)	1	-2.3	1	-3	12	-10	1	-2	-4	-1
Nc1ncnc2c1ncn2[C@@H]1O[C@H](C(=O)NCCc2ccc(F)cc2)[C@@H](O)[C@H]1O	0	-0.4	3	-3	5	4	-3	23*	5	2
NC(=O)C1CCN(C(=O)OCc2ccccc2)CC1	1	0.3	-2	5	0	4	-2	3	-4	-5
Cc1sc(NC(=O)c2cccc(N3C(=O)CCC3=O)c2)nc1-c1ccccc1	2	2.5	0	-15	4	2	-3	-12	-3	0
CC(C)N(Cc1ccccc1)C(=S)Nc1ccccc1F	-7	0.4	6	0	-5	-11	4	1	-2	3
COc1cc(/C=N/S(=O)(=O)c2ccccc2)cc(OC)c1O	1	-0.1	-4	-5	9	1	1	4	-7	3
O=C(COC(=O)CSc1ccc2ccccc2c1)NC1CCCC1	1	0.0	-3	10	-5	7	4	-3	4	1
Cn1cnnc1SCC(=O)NNC(=O)COc1ccc(Br)cc1	1	-0.1	0	-6	-10	4	1	-1	-2	3
O=C(c1cc(COc2c(F)cccc2F)on1)N1CCSCC1	3	-0.3	-4	-2	-7	0	0	3	0	-7
Cc1ccccc1Nc1nc(N)nc(CN(C)c2ccccc2)n1	-2	-0.3	-1	7	2	3	-3	9	-7	-1
Cc1cc(NC(=O)CSc2nc3ccccc3[nH]2)n(-c2ccccc2)n1	-1	-0.5	5	-11	1	0	-2	5	-1	4
COc1ccc(-n2c(SCC(=O)Nc3cc(C)c(NC(=O)c4ccccc4)cc3OC)nnc2-c2ccccc2F)cc1	5	-2.2	0	-2	-9	·	2	2	-4	5
N#Cc1ccc(Oc2ccc(S(=O)(=O)N3CCCC3)cn2)cc1	-3	0.4	0	-4	-2	3	-2	0	-2	2
CCCCCC(=O)Nc1ccc(S(=O)(=O)NC2=NCCCCC2)cc1	-3	0.5	0	-4	-5	6	0	-2	-2	3
O=C1c2ccccc2C(=O)N1CCCc1nc(-c2cccnc2)no1	2	0.4	4	-5	-3	-4	1	0	-9	3
Fc1ccccc1-c1nc(NC2CCCC2)c2ccccc2n1	9	0.3	-2	-5	0	-2	0	-4	5	4
O=C(c1ccco1)N1CCN(C(=O)c2cn(-c3ccccc3)nc2-c2ccccc2)CC1	-2	-0.2	3	0	5	7	-2	-3	-3	-2

(next part)
SMILES	PRMT1 FP inh	KLK7 zymogen act	LEDGF integ inh	DDE Tn6 FP inh	TDP2 absorb	TCR CD3 inh	UHRF1 binding	SIAE inh	Tn7 DDE FP	MBD2 inh
Cc1ccccc1-n1ncc2c1CC(C)(C)CC2NC(=O)CCC1=NNC(=O)CC1 (stereo not given)	8	-0.4	-3	-16	-10	-5	7	-7	7	10
COc1ccc(CSc2nnc(SCC(=O)Nc3ccc(S(N)(=O)=O)cc3)s2)cc1	2	-0.8	-3	-3	-2	·	4	-11	4	2
O=C(CN1CCSC1=O)N1CCN(S(=O)(=O)c2ccc(Cl)cc2)CC1	1	1.7	0	1	5	4	-1	7	5	2
CCn1ncc(C2=NOC(C(=O)NCc3ccccc3)C2)c1C (stereo not given)	0	0.1	1	3	-11	4	-1	3	-3	-3
CCOCCCNC(=O)CCCC1=NS(=O)(=O)c2ccccc2N1	0	0.1	1	7	-5	-8	6	-4	-1	-2
CC1CC(C)CN(C(=O)c2ccc3c(c2NCCO)C(=O)c2ccccc2C3=O)C1 (stereo not given)	1	0.3	-1	4	5	-26	-6	1	-3	-15
CC(=O)c1sc(Nc2nc3cc4c(cc3s2)OCO4)nc1C	-2	-0.3	1	-9	-1	3	-4	4	8	1
Cc1csc(NC(=O)CSc2nnc(Cc3cccn3C)n2-c2ccc(F)cc2)n1	13	0.6	5	1	3	-6	3	2	3	-2

A draw from above in order of SMILES length, falling.
SMILES	PRMT1 FP inh	KLK7 zymogen act	LEDGF integ inh	DDE Tn6 FP inh	TDP2 absorb	TCR CD3 inh	UHRF1 binding	SIAE inh	Tn7 DDE FP	MBD2 inh
COc1ccc(CSc2nnc(SCC(=O)Nc3ccc(S(N)(=O)=O)cc3)s2)cc1	2	-0.8	-3	-3	-2	·	4	-11	4	2
Cc1ccccc1-n1ncc2c1CC(C)(C)CC2NC(=O)CCC1=NNC(=O)CC1 (stereo not given)	8	-0.4	-3	-16	-10	-5	7	-7	7	10
Cc1csc(NC(=O)CSc2nnc(Cc3cccn3C)n2-c2ccc(F)cc2)n1	13	0.6	5	1	3	-6	3	2	3	-2
CCn1ncc(C2=NOC(C(=O)NCc3ccccc3)C2)c1C (stereo not given)	0	0.1	1	3	-11	4	-1	3	-3	-3

Screening data: PubChem BioAssay, The Scripps Research Institute Molecular Screening Center
